Screening data from PubChem BioAssay.
HT1080NT lethal: kills 2HG-producing HT-1080-NT fibrosarcoma cells. hit rate 1.6% among 360,000. AID 686970. HT-1080-NT fibrosarcoma viability, CellTiter-Glo ATP luminescence, 48 h. Potency, µM (titrated, usually from 46.1 µM), without a hit: top-dose activity, negative = less viability, hits mostly cytotoxic;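 note: NT is the 2HG producing partner of a matched IDH1 knockdown line; potency is the fitted concentration of half-maximal effect; 0% = DMSO-treated cells and -100% = media-only wells without cells; nearly all actives have a fitted effect of over 55% in size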
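Luminescent CellTiter-Glo readout after 48 hours of compound exposure at 37 degrees C defined viability of HT-1080-NT cells. Activity was normalized to DMSO wells and cell-free media wells; concentration-response curves were fitted and assigned curve classes.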
MCF10A rereplic: inducers of DNA re-replication in MCF 10A breast cells. Potency, µM (top dose mostly 46.1 µM), for inactives: at the highest dose activity, positive = re-replication, actives largely listed as activators. AID 624296. hit rate 2.9% among 350,000. MCF 10A DNA re-replication, Hoechst nuclear intensity, 48 h; note: potency is the fitted concentration of half-maximal effect; % of control where 0% means no effect; nearly all actives have a fitted effect of over 50% in size
HT1080 IDH1KD tx: kills HT-1080 cells with IDH1 knockdown; hit rate 2% among 360,000; HT-1080 IDH1 knockdown viability, ATP luminescence, 48 h; Potency, µM (top dose mostly 46.1 µM), for the others: top-dose activity, negative = toxicity, actives largely listed as cytotoxic;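 note: potency is the fitted concentration of half-maximal effect; 0% = DMSO wells and -100% = cell-free medium wells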
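After a 2 h attachment period, IDH1KD HT-1080 cells took pin-transferred compound for 48 h at 37 °C; ATP-based luminescence after 10 min room-temperature reagent incubation reported viability.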
KB-V1 cytotox: KB-V1 MDR subline cytotoxicity; KB-V1 MDR cells viability, CellTiter-Glo, 72 h; Potency, µM (top dose mostly 46.1 µM), for the others: at the top dose activity change, negative = cytotoxicity, actives largely listed as cytotoxic; AID 1347076; hit rate 3.4% among 400,000; note: potency is the fitted concentration of half-maximal effect; % is set by controls: 0 for no effect and ±100 for the full control effect; nearly all actives have a fitted effect of over 60% in size
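KB-V1 MDR subline cells in DMEM (phenol-red free, 10% FBS) exposed to compounds in qHTS concentration series for 72 h at 37 degrees C. Viability read by CellTiter-Glo luminescence; concentration-effect curves fitted after normalization and correction.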
SW480 rereplic: induces DNA re-replication in SW480 colon adenocarcinoma cells. SW480 DNA re-replication, Hoechst DNA content imaging, 48 h. Potency, µM (series often up to 46.1 µM), inactives show at the top dose re-replication activation, actives largely listed as activators. hit rate 1.8% among 340,000. AID 624297; note: potency is the fitted concentration of half-maximal effect; % of control where 0% means no effect; nearly all actives have a fitted effect of over 55% in size
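First, 250 cells per well were seeded. Next, compound or vehicle (23 nL) was pinned in, plates sat 48 hr at 37 C. Finally Hoechst was added for 40 min before fluorescence scanning.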
ATXN viability: viability counter-screen for ATXN expression inhibitors. AID 651635. S2 cells (HEK-293 line with an ATXN2-luciferase reporter) viability, CellTiter-Fluor protease fluorescence, 24 h. Potency, µM (doses to about 56.7 µM), actives largely listed as cytotoxic. hit rate 0.49% among 400,000; note: potency is the fitted concentration of half-maximal effect; nearly all actives have a fitted effect of over 40% in size
ATXN2 expr inh: ATXN2 expression inhibition. HEK-293 ATXN2-luciferase reporter, luminescence, 24 h. AID 1745845. Potency, µM (titrated, usually from 57 µM), inactives show at the highest dose activity change, negative = inhibition, usual class: inhibitors. hit rate 0.72% among 360,000; note: potency is the fitted concentration of half-maximal effect; % is set by controls: 0 for no effect and ±100 for the full control effect; nearly all actives have a fitted effect of over 55% in size
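qHTS (up to 57 uM final) was run with 24 h compound exposure of reporter cells at 37 °C. Each well was multiplexed: SteadyGlo luminescence measured ATXN2-luciferase expression after a fluorogenic Gly-Phe-AFC viability readout (25 uM final).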
IL-1B inflam inh: blocks inflammasome-driven IL-1 beta release. activity change, % at 57.5 µM. hit rate 4.7% among 360,000. THP-1 LPS/ATP IL-1B secretion, AlphaLISA, 16 h; active compounds read low. AID 743279; in the data active = activity change below about -50%; inconclusive = mostly about -30% to -49%; note: % is set by controls: 0 for no effect and ±100 for the full control effect
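Secreted IL-1B measured by AlphaLISA bead assay after 16 h compound exposure of THP-1 cells; compounds (final up to 57.5 uM) added 1 h before LPS (250 ng/mL) and ATP (1.25 mM) stimulation; lower signal means less secretion.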
KB-3-1 cytotox: kills parental KB-3-1 adenocarcinoma cells. KB-3-1 viability, CellTiter-Glo ATP luminescence, 72 h. Potency, µM (doses to about 46.1 µM), inactives show at the top dose activity change, negative = cytotoxic, most hits filed as cytotoxic. hit rate 1.4% among 400,000. AID 1347075; note: potency is the fitted concentration of half-maximal effect; % is set by controls: 0 for no effect and ±100 for the full control effect; nearly all actives have a fitted effect of over 60% in size
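Viability of parental KB-3-1 cells, measured by CellTiter-Glo luminescence, followed a 72 h incubation at 37 °C with pinned compounds in phenol-red-free DMEM containing 10% FBS.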
Numbers without * were called inactive; i = inactive; ? = inconclusive; . = not tested or not shown; [ ] = dose if it differs, or a comment. Unless noted, calls come from the whole dose curve; as a rule, active = well fitted curve in the direction sought with a large enough effect; inconclusive = small, poorly fitted or top-dose-only effect, or another doubt; inactive = no such curve, though single readings can be large; an effect the other way counts as inactive or inconclusive.

item	molecule	HT1080NT lethal	MCF10A rereplic	HT1080 IDH1KD tx	KB-V1 cytotox	SW480 rereplic	ATXN viability	ATXN2 expr inh	IL-1B inflam inh	KB-3-1 cytotox
1	COc1cccc(CCC(=O)N(C)C2CCCN(Cc3ccccc3F)C2)c1 (stereo not drawn)	3%	0%	-3%	-27%	-3%	i	.	11	-33%
2	CCCCOC(=O)c1cc(=O)[nH]c(=O)[nH]1	0%	-3%	4%	18%	-8%	i	9%	9	9%
3	CCOC(CCn1c(SCC(=O)Nc2cc(C)on2)nc2ccccc2c1=O)OCC	-4%	2%	-3%	-16%	2%	i	.	5	-2%
4	CCOc1ncccc1C(=O)NCCN1C(=O)S/C(=C/c2cccs2)C1=O	-5%	?	-16%	-6%	?	i	-16%	0	-17%
5	CCOc1cccc(NC(=O)CSc2nncn2N)c1	-5%	-3%	14%	8%	8%	i	1%	23	10%
6	O=C(CC(O)(C(F)(F)F)C(F)(F)F)Nc1ccc(Cl)c(Cl)c1	?	5.8µM*	12µM*	3.3µM*	15µM*	?	?	-72*	5.2µM*
7	CC(C)Oc1cc(F)ccc1-c1cc(C(=O)NCc2ccccn2)[nH]n1	-1%	.	9%	?	.	i	-4%	-10	10%
8	Cc1ccc(-c2noc(CCC(=O)N3CCCc4ccccc43)n2)cc1	-4%	14%	-3%	23µM*	-3%	i	0%	-30	-2%
9	COCCNc1nc(N2CCCCC2)c2cnn(C)c2n1	5%	-1%	-1%	-1%	?	i	.	1	1%
10	Cc1c(NS(=O)(=O)c2ccccc2)cc(C(C)C)c(O)c1S(=O)(=O)c1ccc(Cl)cc1	.	.	.	-11%	.	i	?	.	0%
11	CCOC(=O)c1ccc([N+](=O)[O-])c(CS(=O)(=O)c2ccc(Cl)cc2)c1	-7%	21µM*	0%	1%	-1%	i	.	22	-5%
12	CCOC(=O)c1nn(-c2cccc(OC)c2)c(-c2ccccc2)c1C(=O)c1ccccc1	-1%	?	-7%	?	17%	i	-11%	-14	?
13	O=C(CSc1nc(Nc2ccccc2)nc(N2CCOCC2)n1)Nc1cc(Cl)ccc1O	16µM*	?	18µM*	-2%	?	i	?	-58*	-4%
14	CCN1CCN(c2ccc(NC(=O)c3ccc(Cl)c(S(=O)(=O)N4CCCC4)c3)cc2)CC1	?	?	?	3%	?	?	1%	-10	-14%
15	Cc1ccc2c(c1)C(N1CCCC1=O)CC(c1ccco1)N2 (stereo not drawn)	-10%	-7%	-16%	9%	0%	i	4%	-17	-12%
16	CC(=O)Nc1ccccc1OCC(=O)c1ccc2c(c1)OCO2	-2%	3%	-11%	-16%	-3%	i	49%[activator]	10	-32%
17	COCOc1cc(O)c(C(=O)/C=C/c2ccc(OCOC)c(OCOC)c2)c(OCOC)c1	-3%	?	-5%	13%	4%	i	-7%	-20	0%
18	O=C1NC[C@H](Cc2ccc(O)cc2)N(CCc2cc(C(F)(F)F)cc(C(F)(F)F)c2)C1=O	1%	.	-1%	-11%	.	i	2%	-6	5%
19	CCNCc1cc(Cl)c(OCc2ccccc2)c(OCC)c1	16µM*	-10%	?	-23%	1%	i	?	-93*	-3%
20	COc1cc(C(=O)Nc2ccc(NC(=O)c3ccco3)nc2)cc(OC)c1OC	-1%	4%	-1%	?	3%	i	3%	-6	-1%
21	O=C(NCCCSc1ccccc1)c1ccc(=O)[nH]c1	-8%	4%	2%	?	?	i	-17%	60	1%
22	COc1cccc(-c2sc3ccccc3c2-c2ccc(OCCN3CCCCC3)cc2)c1	-8%	14%	-15%	?	?	.	?	?	?
23	C=CCn1cnc2c(NCc3ccccc3)ncnc21	0%	-1%	0%[9.24 µM]	-17%	-6%	i	22%	-1	12%
24	COc1cc(C)ccc1OCC(=O)NCC1CCCO1 (stereo not drawn)	2%	2%	7%	.	-1%	i	14%	-2	.
25	Cc1cc(Sc2nccn2C)ncc1[N+](=O)[O-]	26%	-8%	14%	2%	0%	i	.	-9	-1%
26	Cc1ccc(C(C)C)c(OCCCNCc2cccnc2)c1	5%	-2%	-3%	2%	9%	i	-17%	-6	?
27	CCN(CC)C(=O)Cn1c(=O)n(Cc2ccc(C(=O)NCc3ccc(C)cc3)cc2)c(=O)c2ccccc21	.	.	.	11%	.	?	-1%	.	-2%
28	COc1cc(C(=O)OCC(=O)c2cc(C)n(C)c2C)cc(NC(=O)c2ccco2)c1OC	-8%	17%	-10%	-11%	-10%	.	.	?	-5%
29	Cc1cc(C)c(S(=O)(=O)N2CCCCC2)cc1N(C)S(=O)(=O)c1ccc(Cl)cc1	-3%	4%	-6%	0%	5%[9.22 µM]	i	-13%	?	-6%
30	CCn1c(SCC(=O)Nc2cc(F)ccc2C)nnc1-c1ccccc1O	-4%	2%	3%	-6%	0%	i	-14%	-16	-10%
31	O=C(CCCCCn1c(=S)[nH]c2ccc(Br)cc2c1=O)NCC1CCCO1 (stereo not drawn)	0%	13%	0%	-11%	-24%	.	.	22	13%
32	CCOCCCNC(=O)C(NC(=O)CNC(=O)c1ccccc1)c1ccc(OC)cc1 (stereo not drawn)	8%	1%	-1%	15%	-7%	i	-28%	9	0%
33	Cc1cccc(C(=O)N2CCCC(N3CCN(c4ccc(F)cc4)CC3)C2)n1 (stereo not drawn)	0%	2%	-5%	-8%	-13%	i	4%	58	-5%
34	COc1cc(NC(=O)Cc2cccc3ccccc23)c(C(=O)O)cc1OC	0%	17%	-4%	-6%	-22%	i	28%	11	3%
35	Cc1ccc(NC(=O)Cn2nc(C)c3ccccc3c2=O)cc1F	-4%	1%	-2%	-4%	-14%	i	2%	16	24%
36	CCC(C)NCC(O)(c1ccc(Cl)cc1)c1ccc(Cl)cc1 (stereo not drawn)	?	26%	?	?	?	i	-33%	?	-27%
37	Cc1cc(NC(=O)CSCC(=O)Nc2cccc(S(=O)(=O)N3CCCCCC3)c2)no1	-4%	-3%	1%	-8%	-1%	i	-22%	-3	2%
38	C[C@H]1CCC[C@]2(O[C@@H](CCO)C[C@H](O)[C@H]2O)O1	2%	-27%	?	16%	-13%	i	8%	23	7%
39	O=C(NC1CC2CCCC(C1)N2C(=S)Nc1ccccc1)C1CC1 (stereo not drawn)	15%	6%	13%	?	-5%	?	-16%	-1	12%
40	COc1ccc(NC(=O)c2c(C)oc3ccc(O)c(CN4CCOCC4)c23)cc1	.	.	.	0%	.	i	2%	.	2%
41	Cc1cc(C)c(S(=O)(=O)N2CCN(Cc3ccc4c(c3)OCO4)CC2)cc1C	.	.	.	7%	.	i	-8%	.	2%
42	COc1ccc(-c2nn[nH]n2)cc1OC	-3%	-2%	3%	15%	-6%	i	1%	27	5%
43	CC1(C)CC2CC(C)(CN2C(=O)c2cc(-c3ccccc3)on2)C1 (stereo not drawn)	-26%	?	-1%	1%	25%	i	-3%	?	0%
44	CCOCCCNC(=O)c1ccc2c(c1)ncn2-c1ccc(C)cc1C	3%	1%	-1%	-7%	6%	i	1%	-16	12%
45	Cc1cc(C(=O)CSc2nnnn2C)c(C)n1C1CC1	19%	-2%	17%	-4%	6%	i	.	-9	0%
46	COc1ccc(CNC(=O)C(CCSC)NC(=O)c2ccco2)cc1 (stereo not drawn)	1%	1%	2%	-8%	1%	i	3%	25	7%
47	O=C(C1=C[C@@H](c2ccc(Br)cc2)C[C@@H](OCc2ccc(CO)cc2)O1)N1CCN(Cc2ccccc2)CC1	-21%	?	?	?	28%	?	-31%	?	?
48	CC(C)(C)C1CCc2c(sc(NC(=O)Cn3nnc(-c4cccc(C(F)(F)F)c4)n3)c2C#N)C1 (stereo not drawn)	.	.	.	?	.	i	15%	.	4%
49	O=C(c1ccc2snnc2c1)N1CCN(c2ccccc2)CC1	-2%	-1%	0%	-2%	22%	i	3%	-14	-1%
50	CCCC(=O)C1=C(c2ccccc2)C(C#N)(C#N)C(C#N)=C1N	-2%	-1%	-3%	1%	-6%	i	-5%	-13	8%

(more compounds)
item	molecule	HT1080NT lethal	MCF10A rereplic	HT1080 IDH1KD tx	KB-V1 cytotox	SW480 rereplic	ATXN viability	ATXN2 expr inh	IL-1B inflam inh	KB-3-1 cytotox
51	CCN(CC(=O)Nc1ccc2c(c1)OCCO2)C(=O)c1ccc(S(=O)(=O)N(C)C)cc1	2%	5%	-9%	-15%	14%	i	-16%	1	11%
52	COc1cccc(C(=O)Nc2ccc3c(c2)C(=O)c2ccccc2C3=O)c1	-21%	-8%	-17%	18%	22%	?	-38%	-1	14%
53	CCOc1ccc(/C=N/Nc2ccccn2)cc1	-2%	0%	-24%	4%	4%	i	.	-12	-8%
54	CCn1c(-c2cc(-c3ccccc3)sc2N)n[nH]c1=S	-15%	12%	-5%	0%	-8%	i	8%	11	-8%
55	CCOC(=O)CN1C(=O)N(c2ccccc2OC)S(=O)(=O)c2ccccc21	3%	7%	3%	-25%	-13%	i	5%	9	-5%
56	COC(=O)c1sccc1NC(=O)CN(C)NS(=O)(=O)c1ccc([N+](=O)[O-])cc1	8%	6%	10%	?	-2%	i	-1%	-28	?
57	COc1ccc(C(=NN)c2ccc(OC)cc2)cc1	0%	6%	18%	8%	0%	i	29%	0	3%
58	CC(=O)NC(=O)c1nnn(Cc2ccccc2)c1NC(C)=O	0%	8%	1%	0%	3%	i	4%	-9	14%
59	CCOC(=O)c1c(NC(=O)C(NCCN(C)C)c2ccccc2)sc2c1CCCC2 (stereo not drawn)	?	18µM*	18µM*	-21%	?	.	28µM*	-108*	?
60	Cc1onc(-c2ccccc2)c1C(=O)Nc1nnc(-c2ccncc2)s1	2%	0%	12%	-11%	0%	i	-5%	24	-12%
